Scp-1 inhibitor = blocks human Scp-1 phosphatase activity. Q9GZU7. Recombinant Scp1, phosphopeptide, malachite green phosphate absorbance. inhibition, % at 20 µM. 0.88% of 340,000 active. AID 493091;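 active means inhibition above about 50% at 20 µM, limit read from the data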;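 further: plate controls were DMSO wells with enzyme for no effect and wells lacking enzyme for full effect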
Target sequence (Q9GZU7 76-261 limits assumed): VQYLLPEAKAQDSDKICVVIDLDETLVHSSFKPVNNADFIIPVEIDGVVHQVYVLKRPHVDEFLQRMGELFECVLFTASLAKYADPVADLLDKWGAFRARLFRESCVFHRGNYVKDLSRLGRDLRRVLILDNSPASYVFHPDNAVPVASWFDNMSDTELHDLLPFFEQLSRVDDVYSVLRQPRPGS
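System: SCP-1 catalytic domain; Reagent: Phospho 17-mer peptide substrate; Doses: one concentration, 20 µM, with 1.0% DMSO; Incubation: 45 min room-temperature reaction, 5 min colour, 30 min stabiliser; Signal: Phosphate-binding colour reagent, absorbance read at 630 nm.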
MsrA inhibitor = bovine MsrA inhibition; inhibition, % at 15.5 µM; 0.75% of 360,000 active; purified bovine MsrA, absorbance read-out; AID 651718; in the data active means inhibition above about 4.5%;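 further: 0% = vehicle wells with enzyme and 100% = reference inhibitor wells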
NadD block = inhibitors of Staphylococcus aureus NadD | 0.78% of 360,000 active | inhibition, % at 20 µM | purified NadD enzyme, colorimetric absorbance read-out; in the data active means inhibition above about 26%; further: some compounds past the cut are filed as inactive
Tb MetRS inh = blocks T. brucei methionyl-tRNA synthetase activity; purified T. brucei MetRS, ATP depletion, Kinase-Glo luminescence; 0.4% of 360,000 active; inhibition, % at 11.9 µM;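 active means inhibition above a per-plate cutoff of the control wells' mean inhibition plus 3 SD, cut at about 5.5% in these data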;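 further: 0% = DMSO wells median and 100% = median of wells with control inhibitor compound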
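Material: parasite MetRS enzyme / Replication: singlicate, one well per compound / Signal: luminescence of leftover ATP / Schedule: 2 h aminoacylation at 25 °C after 15 min preincubation / Medium: HEPES-MgCl2-KCl buffer plus DTT, spermine, BSA, pyrophosphatase / Doses: 11.9 µM single point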
CSN deneddyl inh = CSN deneddylation inhibition. Q92905. Purified CSN, SCF-Nedd8-OG deneddylation, fluorescence polarization. inhibition, % at 12.5 µM. 0.38% of 360,000 active. AID 651999;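 active means pattern-corrected inhibition above about 35%, with an unprinted fluorescence ratio check between 0.5 and 1.5, limit read from the data, passing the limit was not always enough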;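 further: 0% = enzyme with substrate and 100% = substrate without enzyme; some results filed as inactive read as strong as hits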
Target sequence (Q92905 whole entry, looked up, one chain of several): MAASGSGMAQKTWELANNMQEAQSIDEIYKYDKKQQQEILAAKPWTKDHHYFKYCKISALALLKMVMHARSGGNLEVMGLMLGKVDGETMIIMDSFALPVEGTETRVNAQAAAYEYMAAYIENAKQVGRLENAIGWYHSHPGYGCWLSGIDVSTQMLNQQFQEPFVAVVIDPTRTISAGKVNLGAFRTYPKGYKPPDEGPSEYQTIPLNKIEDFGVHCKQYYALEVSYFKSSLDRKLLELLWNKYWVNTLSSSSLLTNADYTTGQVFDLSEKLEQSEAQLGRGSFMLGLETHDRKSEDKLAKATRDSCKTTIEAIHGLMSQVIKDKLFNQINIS
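Assay system: HEK293T-derived human Csn5 enzyme; quantity: 0.24 nM enzyme; medium: Tris/NaCl/DTT buffer, pH 7.5; also added: substrate SCFSkp2-Nedd8OG, 10 nM; doses: 12.5 µM compound; schedule: 90 min reaction at room temperature; signal: FP; read-out: % inhibition of substrate cleavage by Csn5; benchmarks: substrate-only high control, full reaction low control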
LMPTP block = blocks human LMPTP phosphatase; inhibition, % at 20 µM; P24666; 0.22% of 360,000 active; recombinant LMPTP-A, OMFP fluorogenic substrate, fluorescence intensity; AID 651560;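 active means compounds that cut the enzyme signal by at least half of the control window in the single-dose screen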;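 further: plate controls were DMSO wells with enzyme plus substrate for no effect and substrate without enzyme for full effect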
Target sequence (P24666 whole entry, looked up): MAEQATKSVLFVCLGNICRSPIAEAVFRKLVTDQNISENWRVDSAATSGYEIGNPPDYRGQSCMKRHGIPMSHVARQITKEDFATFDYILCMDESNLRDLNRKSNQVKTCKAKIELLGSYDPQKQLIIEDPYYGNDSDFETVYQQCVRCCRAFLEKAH
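Test system: LMPTP-A, protein tyrosine phosphatase of low molecular weight; Input: 0.625 nM enzyme; Incubation: 50 min dark incubation at room temperature; Signal: endpoint fluorescence intensity from OMFP dephosphorylation; Read-out basis: % inhibition versus control wells.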
SUMO1 PPI mod = modulators of human SUMO1-mediated protein-protein interactions; inhibition, % at 20 µM; 0.33% of 360,000 active; SUMO1 binding to a labelled peptide, TR-FRET, 1 h; AID 602429; in the data active means inhibition above about 37%
Target sequence (P63165 whole entry, looked up): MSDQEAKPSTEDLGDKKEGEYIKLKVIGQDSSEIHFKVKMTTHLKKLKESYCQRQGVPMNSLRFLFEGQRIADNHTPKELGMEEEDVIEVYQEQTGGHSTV
DNMT1 inh = blocks human DNA methyltransferase DNMT1. DNMT1 molecular beacon, Hinp1I cleavage, fluorescence. AID 588458. inhibition (reported as % activation of signal), % at 10 µM. P26358. 0.83% of 360,000 active; in the data active means inhibition above about 50%
Rpn11 block = blocks the human proteasome subunit Rpn11; human 26S proteasome, Ub4-pepOG fluorescence polarization; 20S core pre-blocked with epoxomicin; calls only at 20 µM; O00487; 0.59% of 360,000 active; AID 588493;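 active means inhibition at 20 µM, scaled to each plate's controls, above about 33%, limit read from the data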
STEP block = STEP (human) phosphatase inhibition | AID 588621 | inhibition, % at 20 µM | P54829 | 0.25% of 360,000 active | recombinant STEP, OMFP fluorogenic substrate, fluorescence;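 active means inhibition at 20 µM, scaled per plate between control wells, above about 37%, limit read from the data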;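 further: 0% = DMSO with enzyme and substrate and 100% = substrate only without enzyme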
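material = STEP tyrosine phosphatase | reagent = fluorogenic phosphatase substrate OMFP at 25 µM final | doses = single compound dose of 20 µM, 1% DMSO final | schedule = 20 min reaction, room temperature, in the dark | measured by = fluorescence, 480/540 nm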
An asterisk follows results filed as active; i = inactive; . = not tested or not shown. This is a random part of the collection. Share with any hit: about 3.9%.

Scp-1 inhibitor,MsrA inhibitor,NadD block,Tb MetRS inh,CSN deneddyl inh,LMPTP block,SUMO1 PPI mod,DNMT1 inh,Rpn11 block,STEP block,mol
-3,-2.2,-4,-0.4,4,-0.1,-2,4,i,-2,O=S(=O)(O)c1cccnc1SCc1ccccc1
3,0.1,8,-0.1,4,0.8,0,8,i,1,Cc1cccc(-c2cc3c(N=O)c4ccccc4c-3n[nH]2)c1
-11,-0.3,1,-0.5,3,-2.4,2,3,i,12,Cn1cc(S(=O)(=O)N2CCN(c3ccc(F)cc3)CC2)c(=O)n(C)c1=O
-8,0.4,7,-0.8,-1,-1.6,-1,-3,i,-5,COc1cccc(OCC(=O)NC2CCCCC2)c1
4,0.3,4,-0.3,3,-0.4,6,-5,i,-1,NC(=O)c1ccc(NC(=O)COc2coc(CN3CCc4ccccc4C3)cc2=O)cc1
-3,.,-5,-1.1,3,-1.4,-3,3,i,4,COc1ccc(S(=O)(=O)N(n2c(C)nnc2-n2nc(C)cc2C)S(=O)(=O)c2ccc(OC)cc2)cc1
0,0.8,6,-0.5,-6,-0.2,-2,-5,i,3,Cc1cc(C(=O)CN2C(=O)NC3(CCCc4ccccc43)C2=O)c(C)n1C (configuration not stated)
1,0.3,0,-0.1,3,-0.7,2,2,i,0,Fc1cccc(Cc2noc(CN3CCSCC3)n2)c1
-10,-1.4,-5,-0.1,-1,0.9,5,-1,i,1,Cc1ccccc1CN(C)CCS(=O)(=O)c1cc(Cl)ccc1Cl
0,4.1,1,0.6,-8,-0.3,1,3,i,1,CCc1[nH]c(=O)c(C#N)c2c1COC(C)(C)C2
-9,0.2,8,-0.4,-9,0.8,1,-1,i,-4,CNC(=S)N/N=C/c1cc(Br)cc(Br)c1O
-4,-0.2,4,0.2,-1,-0.3,-10,-1,i,-2,O=[N+]([O-])c1cccc(CN2CCN(S(=O)(=O)Cc3ccccc3)CC2)c1
-2,-0.8,3,-0.1,-2,1.1,-3,0,i,0,N#CCc1ccnc2ccccc12
-1,0.7,1,-0.3,6,-0.5,0,1,i,-10,CCCCN(Cc1cc2cc(OC)ccc2[nH]c1=O)C(=O)c1ccccn1
-14,-0.4,-1,0.3,-1,1.8,-1,4,i,-1,CCC(C)[C@H](NS(=O)(=O)c1ccc(F)cc1Br)C(=O)OC (some centres not stated)
1,0.0,-2,0.0,2,-1.8,2,1,i,2,CCN(CC(=O)NCc1cccs1)c1ccc(S(=O)(=O)N2CCOCC2)cn1
5,-0.4,0,-1.6,36,90*,27,-5,i,22,O=c1cc2oc3cc(O)c(O)cc3c(-c3ccccc3[N+](=O)[O-])c-2cc1O
-6,0.5,-1,-0.4,-5,0.0,5,1,i,3,COCCNC(=O)C1CCN(C(=O)c2cc3sccc3n2Cc2ccc(F)cc2)CC1
-4,0.1,-3,-0.1,4,4.2,-22,-1,i,2,O=[N+]([O-])c1ccc(-n2nnnc2CN2CCCCC2)cc1
.,-0.8,3,-0.6,3,-2.3,-4,2,i,0,CCOc1ccc2nc(N/C(N)=N/S(=O)(=O)c3ccc(C)cc3)nc(C)c2c1
-4,1.5,2,-0.6,-4,1.1,3,3,i,-1,CCCC(=O)C1=C(O)C(C(=O)OC)C(C)(C)CC1=NCc1ccccc1 (configuration not stated)
-5,-0.1,1,-0.1,-6,-0.3,-1,-1,i,-1,CCNC(=S)NC(=NCc1cccnc1)Nc1nc(C)cc(C)n1
-4,-0.2,0,-0.1,1,0.6,-20,1,i,0,CC(C)c1ccc(C=NNc2ccc([N+](=O)[O-])cn2)cc1
-7,-1.4,1,-0.1,-3,-0.8,4,-2,i,2,Cc1cccc(-n2ncc3c2CCCC3NC(=O)CCc2ccncc2)c1C (configuration not stated)
-8,-1.7,-7,-1.5,3,-1.9,0,1,i,-1,Cc1ccc(CNCCCn2cnc3c(OCc4ccccc4)ncnc32)o1

Further structures follow:
Scp-1 inhibitor,MsrA inhibitor,NadD block,Tb MetRS inh,CSN deneddyl inh,LMPTP block,SUMO1 PPI mod,DNMT1 inh,Rpn11 block,STEP block,mol
2,-0.2,-2,0.0,-2,-0.7,4,-1,i,-4,O=C(Cc1ncc(C(F)(F)F)cc1Cl)NCCc1ccccn1
-4,0.1,1,0.3,-2,-0.2,-3,-2,i,1,COc1ccc(C(=O)NCCCCNC(=O)c2ccc(OC)c(OC)c2)cc1OC
2,14*,-2,-0.3,6,0.7,-16,-6,i,3,Cn1cnc([N+](=O)[O-])c1S(=O)(=O)Oc1cccc2ccccc12
-2,1.8,0,0.8,5,0.1,-2,0,i,-1,COc1cccc(Oc2c(C)oc3c(CN4CCCCC4)c(O)ccc3c2=O)c1
0,1.3,-4,0.6,-3,-0.3,0,-1,i,0,COCCNC(=O)c1cn(C)c2ccc(S(=O)(=O)N3CCCC3)cc2c1=O
-2,0.2,-3,-0.1,0,-0.3,-1,-1,i,0,CC1CCc2sc(C(=O)NC3CCN(Cc4ccccc4)CC3)cc2C1 (configuration not stated)
-4,0.9,-3,-0.5,2,-0.1,-33,-2,i,-1,CCCCN1C(=O)c2ccc(C(=O)OCC(=O)NCCc3ccc(S(N)(=O)=O)cc3)cc2C1=O
-10,1.8,-1,-1.1,0,2.4,-1,11,i,0,COCCCNC(=O)c1ccc2c(=O)n(Cc3ccc(Cl)cc3)c(=S)[nH]c2c1
-14,0.4,-3,-0.5,1,-0.3,-2,1,i,0,C[C@@H]1NC(=O)N[C@@H]1CCCCCC(=O)O
-3,1.8,-1,-1.0,4,1.8,-1,1,i,-5,C/C(=N\NC(=O)C1(C)NC(C)(C)Cc2ccccc21)c1ccccc1 (configuration not stated)
.,-0.4,4,-0.1,-1,0.3,-14,-1,i,1,OC(c1ccc(F)c(F)c1)c1nc(-c2cncnc2)cs1 (configuration not stated)
-8,1.8,2,-0.4,3,-1.4,0,2,i,-2,CCOc1ccc(C(CC(=O)O)NC(=O)c2ccco2)cc1 (configuration not stated)
-3,0.5,4,0.0,1,0.0,-3,17,i,-2,CC(=O)c1ccc(NC(=O)C2CC(=O)Nc3nc4ccccc4n32)cc1 (configuration not stated)
.,-0.1,20,0.2,0,-0.7,1,-5,i,0,COc1cc(C#N)c(NC(=S)N2CCN(C(=O)c3ccco3)CC2)cc1OC
-5,0.3,-2,-0.7,3,0.5,-7,-1,i,0,Cn1c(=O)c2c(nc(Sc3ncnn3CC(=O)NC3CCCCC3)n2C)n(C)c1=O
4,1.8,2,-0.1,0,0.4,-18,-1,i,2,CC1CCN(CCCNC(=O)c2cc3c(s2)-c2ccccc2OC3)CC1
-1,1.4,-1,-1.1,-10,1.6,4,4,i,0,Cc1ccc(C)[n+](CC(=O)N2CCCCC2)c1
5,-1.3,2,0.6,-1,2.4,0,-1,i,-4,CCN(CC)CC(=O)c1ccc(-c2ccccc2)cc1
-4,1.6,-2,-1.0,13,-0.7,5,5,i,0,Cc1cc(NC(=O)CCC(=O)N(CC(=O)NC2CCCC2)c2ccc(F)c(Cl)c2)no1
-4,0.1,-8,-0.2,1,-1.8,-3,1,i,4,CCCCSC(=S)NC1CCS(=O)(=O)C1 (configuration not stated)
-1,2.1,0,0.6,2,22,1,10,i,1,Cc1ccn2cc(-c3ccc(O)c(O)c3)nc2c1
-1,0.1,-6,-0.2,0,-2.0,-15,-1,i,2,COc1ccc(OC)c(S(=O)(=O)n2nnc3ccccc32)c1
10,-0.3,0,-0.9,-5,-1.2,1,2,i,1,CC(OC(=O)CCN=C1NS(=O)(=O)c2ccccc21)C(=O)Nc1ccc(F)c(F)c1F (configuration not stated)
-4,0.3,-5,-0.6,0,4.7,-36,1,i,3,Cc1ccc(Cn2c(=N)c(C(=O)NCCN3CCOCC3)cc3c(=O)n4ccccc4nc32)cc1
-5,1.9,0,0.1,-5,-0.4,0,0,i,1,CC(C)(CO)NCc1ccc(Br)cc1

(next part)
Scp-1 inhibitor,MsrA inhibitor,NadD block,Tb MetRS inh,CSN deneddyl inh,LMPTP block,SUMO1 PPI mod,DNMT1 inh,Rpn11 block,STEP block,mol
-2,2.4,1,-0.1,-1,-0.3,-5,-1,i,0,COc1ccc(/C=C/C(=O)CCC(=O)O)cc1
3,1.1,0,-0.4,1,-4.2,-5,2,i,-1,CCOc1ccccc1N(C(=O)c1ccco1)C(C(=O)NC1CCCC1)c1cccnc1 (configuration not stated)
-1,-0.8,3,-0.1,-4,0.3,8,0,i,0,CCC(=O)OC1(C(C)=O)CCC2C3CCC4=CC(=O)CCC4(C)C3CCC21C (configuration not stated)
-6,2.2,-2,-1.3,-3,-0.5,-3,-9,i,3,O=C(CNS(=O)(=O)c1ccccc1)Nc1ccc2c(c1)OCO2
.,1.2,2,-0.7,2,3.6,-8,32,i,6,COc1cccc(C#CC2=CC(=O)C[C@H](c3ccc(F)cc3)C2)c1
-5,1.2,5,0.4,3,0.6,0,-10,i,0,c1ccc(CCn2nnnc2CN2CCc3ccccc32)cc1
-8,-0.3,-6,-0.9,0,-0.5,-1,1,i,4,CC1(C)Oc2ccc(C(=O)NC3CCCC3)cc2N(CC(=O)NC2CCCC2)C1=O
-7,-0.2,-2,-0.5,-3,-1.3,-25,13,i,0,C/C(=N\N1CCN(Cc2ccc(Cl)cc2)CC1)c1ccc([N+](=O)[O-])cc1
2,1.2,3,-0.4,0,-1.0,2,0,i,1,CCOc1cc2[nH]c(=O)n(CCC(=O)N3CCN(c4ccccc4OC)CC3)c(=O)c2cc1OCC
8,-0.8,5,-0.4,8,1.6,0,2,i,0,C=CCc1cccc(CNc2c(C)cc(C)cc2C)c1O
-1,0.2,9,-0.5,12,-0.5,0,-7,i,0,COC(=O)c1ccc(-n2c(C)cc(C(=O)COC(=O)CC3Sc4ccccc4NC3=O)c2C)cc1 (configuration not stated)
-8,0.1,-5,0.0,-1,-1.0,-36,-1,i,-2,O=C1c2ccccc2C(=O)c2[nH]cnc21

Entries of single compounds as entered above. Order of values: Scp-1 inhibitor	MsrA inhibitor	NadD block	Tb MetRS inh	CSN deneddyl inh	LMPTP block	SUMO1 PPI mod	DNMT1 inh	Rpn11 block	STEP block
`CC1(C)Oc2ccc(C(=O)NC3CCCC3)cc2N(CC(=O)NC2CCCC2)C1=O` in the list: -8	-0.3	-6	-0.9	0	-0.5	-1	1	i	4
`CCC(=O)OC1(C(C)=O)CCC2C3CCC4=CC(=O)CCC4(C)C3CCC21C` (configuration not stated) in the list: -1	-0.8	3	-0.1	-4	0.3	8	0	i	0
`C=CCc1cccc(CNc2c(C)cc(C)cc2C)c1O` in the list: 8	-0.8	5	-0.4	8	1.6	0	2	i	0
`COc1cccc(C#CC2=CC(=O)C[C@H](c3ccc(F)cc3)C2)c1` in the list: .	1.2	2	-0.7	2	3.6	-8	32	i	6
`O=C(CNS(=O)(=O)c1ccccc1)Nc1ccc2c(c1)OCO2` in the list: -6	2.2	-2	-1.3	-3	-0.5	-3	-9	i	3
